# Assay outcomes as filed in PubChem BioAssay.
# MKP-3 inhibition: inhibition of rat DUSP6 enzyme activity – biochemical, in vitro, primary screen (AID 425); 0.17% of 110,000 active; recombinant MKP-3 phosphatase activity, fluorescence; higher % means a stronger effect; inhibition, % at 20 µM; hits with a dose series show IC50 in µM; in the data active means inhibition above about 50%;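 further: plate controls were vehicle for no effect and reference inhibitor for full effect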
# Hsp70 inhibitors: small molecules displacing fluorescent ligand from Hsp70 – biochemical, fluorescence polarization, primary screen (AID 583) | Hsp70 fluorescence polarization probe displacement, mP; higher % means a stronger effect | one-dose displacement, % at 20 µM; IC50 in µM for titrated hits | 0.06% of 140,000 active; in the data active means displacement above about 50%;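 further: plate controls were vehicle for no effect and reference ligand for full effect; a part of the inactive calls stands beside numbers as strong as those of hits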
# Numbers without * were called inactive; x = not tested or not shown; & = joins results of further samples. These rows are one share of the data, so the mix of outcomes need not match the whole.
SMILES,MKP-3 inhibition,Hsp70 inhibitors
CCOC(=O)C1=NN(N=O)C2(CC(=O)N(c3cc(C)cc(C)c3)C2=O)C1 (stereo not drawn),x,1.6%
C=CCNc1sc(C(=O)c2cccs2)c(N)c1C#N,5.7%,3.6%
O=C(c1ccncc1)N1N=C(c2cccc([N+](=O)[O-])c2)CC1(O)C(F)(F)F (stereo not drawn),3.3%,-4.5%
CCCn1c(SCC(=O)Nc2cc(Cl)ccc2OC)n[nH]c1=O,x,3.1%
Cc1ccc(C(=O)Nc2cccc(C(=O)O)c2)cc1S(=O)(=O)N1CCCCC1,-9.1%&0.2%,-4.7%&1.5%
CNC(=O)C(Sc1nc(C)nc2c1oc1ccccc12)C(C)=O (stereo not drawn),x,-0.9%
Cc1cccc(-n2c(C)cc(C=C3C(=O)c4ccccc4C3=O)c2C)c1,3.3%,4.5%
Cc1occc1C(=O)Nc1ccc(I)cc1C(=O)O,4.1%,0.6%
COC(=O)c1cc(COc2ccc3c4c(c(=O)oc3c2)CCC4)c(C)o1,x,3.2%
O=S(=O)(Nc1ccccn1)c1ccc(-c2ccccc2)cc1,1.8%,-2.2%
CC1(C)CC(=O)c2sc(NC(=O)c3ccc(C(=O)c4ccccc4)cc3)nc2C1,0.8%,-1.6%
CC(=O)C1(C)OC(N)=C(C#N)C(c2ccccc2)C1(C#N)C#N (stereo not drawn),6.3%,9.7%
COc1cc(-c2c(C#N)c(N)nc3c2CCCC3)cc(OC)c1OC,-7.5%,2.2%
COC(=O)C(NC(=O)c1ccc(F)cc1)(Nc1nc(C)cs1)C(F)(F)F (stereo not drawn),-8.9%,5.6%
COc1cc2c(cc1OC)C1(CCCC1)CNC2c1cccc([N+](=O)[O-])c1 (stereo not drawn),1.3%,1.9%
CCN(CC)C(=O)Cn1cnc2sc(C(=O)N3CCN(c4ccc(OC)cc4)CC3)c(C)c2c1=O,x,8.9%
C=CCn1c(Sc2ccccc2)nc2c1c(=O)[nH]c(=O)n2C,x,1.1%
CCOC(=O)COc1ccc(/C=C2\C(=O)NC(=O)N(c3ccc(C(C)(C)C)cc3)C2=O)cc1OC,1.8%,-1.6%
COC(=O)c1ccccc1Nc1ccn2c(=O)c3ccccc3nc2n1,6.6%,-3.1%
Cc1cc(C)cc(NC(=O)c2ccc([N+](=O)[O-])c(C)c2)c1,-3.4%,1.6%
Cc1cccc(C(=O)NC(NC(=O)c2cccc(C)c2)c2cccc([N+](=O)[O-])c2)c1,2.0%,0.2%
COc1ccc(OC)c(NC(=O)CS(=O)(=O)Cc2nc(-c3ccccc3C)oc2C)c1,-4.3%,4.3%
COc1ccc(C2C(C#N)=C(/N=C/N3CCN(C)CC3)OC3=C2C(=O)CC(C)(C)C3)cc1OC (stereo not drawn),-1.9%,-2.7%
Cn1c(=O)c2c(ncn2Cc2cccc(Cl)c2)n(C)c1=O,-1.7%,-0.5%
Cc1cccc(N2C(=O)C(=O)/C(=C(\O)c3ccccc3)C2c2cccc([N+](=O)[O-])c2)c1 (stereo not drawn),-2.3%,-4.8%
Cc1cc(C)nc(SCC(=O)N/N=C/c2cccn2-c2ccc(O)cc2)n1,x,-1.0%
CCOC(=O)C1CCN(C(C(=O)Nc2ccc3c(c2)OCCO3)c2ccccc2)CC1 (stereo not drawn),-6.5%,2.2%
O=C(O)C1CCCCC1C(=O)N1CCN(c2ccc(Cl)cc2)CC1 (stereo not drawn),0.9%,6.0%
CC(C)N1CCC(=NNC(=O)COc2ccc(Cl)cc2Cl)CC1,-0.2%,-1.3%
Cc1ccc(C)c(S(=O)(=O)C(C#N)c2nc3ccccc3nc2N2CC(C)OC(C)C2)c1 (stereo not drawn),5.8%,2.7%

# A different layout for part of the listing above.
# Second line of a record: MKP-3 inhibition, Hsp70 inhibitors
- Cc1ccc(C(=O)Nc2cccc(C(=O)O)c2)cc1S(=O)(=O)N1CCCCC1
    -9.1%&0.2%, -4.7%&1.5%
- CNC(=O)C(Sc1nc(C)nc2c1oc1ccccc12)C(C)=O (stereo not drawn)
    x, -0.9%

# (listing goes on)
SMILES,MKP-3 inhibition,Hsp70 inhibitors
CC1CCN(S(=O)(=O)N2CCC(C(=O)NCCN3CCOCC3)CC2)CC1,x,10.4%
Cc1ccc(C(C)C)c(OCCn2c(=O)oc3ccccc32)c1,-9.4%,-3.1%
COc1ccc(C(=O)Nc2ccc(I)cc2Cl)cc1Cl,3.2%,-3.3%
Cc1ccc(NCCC(=O)c2cccc([N+](=O)[O-])c2)cc1,-1.4%,-2.8%
COc1ccc(OC)c(NC=C2C(=O)OC(C)(C)OC2=O)c1,-3.4%,-3.3%
Cc1nn(CCc2nc(-c3ccco3)cs2)c2[nH]c(=O)cc(C(F)(F)F)c12,-0.3%,0.5%
COc1cc(C2=N/C(=C\N(C)C)C(=O)O2)cc(OC)c1OC,4.4%,4.0%
O=C(CS(=O)c1ccc(C(F)(F)F)cc1[N+](=O)[O-])Oc1ccccc1 (stereo not drawn),x,8.0%
CCOC(=O)/C(C(N)=NCCO)=C(/O)OCC,-1.4%,0.9%
CCCC(c1nnnn1C(C)(C)CC)N(CCCO)Cc1cc2cc(C)cc(C)c2[nH]c1=O (stereo not drawn),-17.0%,-3.0%
COc1ccc(OC)c(C(C)NC(C)=O)c1 (stereo not drawn),-10.7%,2.6%
CC(C)(C)C(=O)NC(C(N)=O)=C(Cl)Cl,-3.6%,-1.4%
CC(C)CNC(=O)c1cccc(NC(=O)/C=C/C(=O)O)c1,-2.3%,7.8%
CCN(CC)S(=O)(=O)c1ccc2oc(C(=O)N3CCCCCC3)c(C)c2c1,-8.1%,-3.7%
COc1cccc(-n2c(C)nc3c(cnn3-c3ccc(Cl)cc3)c2=O)c1,-1.6%,3.9%
CC(C)OCCCn1c(=N)c(C(N)=S)cc2c(=O)n3ccccc3nc21,-6.7%,6.2%
O=c1[nH]c(=O)n(-c2ccc(Cl)cc2)c(O)c1C=Nc1cccc(F)c1,1.5%,2.8%
CCOc1cc(/C=N/NC(=O)CSc2nc(C)cc(C)n2)ccc1OCc1cccc(Cl)c1,0.4%,2.6%
O=c1c2cc(N3CCOCC3)ccc2[nH]c(=S)n1CCN1CCCC1,-9.2%,-3.9%
Cc1ccc(Cn2ccc(NC(=O)c3cc(-c4cccs4)on3)n2)cc1,-3.8%,-4.9%
N#Cc1c(NCCCO)nc(-c2ccccc2)c2c1CCCC2,-6.4%,2.2%
CCCCN(CC)S(=O)(=O)c1ccccc1,x,-1.4%
c1ccc(Cn2ncc3c2ncn2nc(-c4ccncc4)nc32)cc1,-11.5%,2.9%
C#CC(C)(C)NC(=O)CN(c1cc(Cl)ccc1OC)S(=O)(=O)c1ccc(C)c([N+](=O)[O-])c1,2.3%,0.9%
Cc1nnc(NC(=O)CSc2nc3c(c(=O)n2CCc2ccccc2)SC(C)C3)s1 (stereo not drawn),1.2%,0.2%
COc1cccc(C2/C(=C(/O)c3ccccc3)C(=O)C(=O)N2c2nc3ccccc3s2)c1 (stereo not drawn),-1.0%,3.4%
CCCC(=O)NC(C)C(c1cccs1)N1CCN(c2ccccc2)CC1 (stereo not drawn),x,-2.7%
CCc1ccc(C(=O)N2CCC(c3nc4ccccc4s3)CC2)cc1,x,-0.4%
Cc1ccc(SCCC(=O)N2CCCC2)cc1,-0.1%,3.2%
COc1ccccc1C(=O)N1CCN=C1SCc1cccnc1,-16.0%,-0.9%

# Single records, from the list above. Order of values: MKP-3 inhibition | Hsp70 inhibitors
# O=c1[nH]c(=O)n(-c2ccc(Cl)cc2)c(O)c1C=Nc1cccc(F)c1 reads 1.5% | 2.8%
# CCOc1cc(/C=N/NC(=O)CSc2nc(C)cc(C)n2)ccc1OCc1cccc(Cl)c1 reads 0.4% | 2.6%
# CCCC(c1nnnn1C(C)(C)CC)N(CCCO)Cc1cc2cc(C)cc(C)c2[nH]c1=O (stereo not drawn) reads -17.0% | -3.0%
# CC(C)(C)C(=O)NC(C(N)=O)=C(Cl)Cl reads -3.6% | -1.4%

# (continued)
SMILES,MKP-3 inhibition,Hsp70 inhibitors
CCCS(=O)(=O)N1CCCC(C(=O)NCCCN2CCN(c3ccc(F)cc3)CC2)C1 (stereo not drawn),-8.6%,-1.1%
O=C(Cc1csc(N2CCOCC2)n1)N/N=C/c1ccc(F)cc1,x,3.9%
CCOC(=O)COc1ccc(S(=O)(=O)NCc2ccncc2)cc1,-2.0%,3.3%
COC(=O)c1ccc(C(=O)Nc2cc(Cl)ccc2Cl)cc1NC(=O)c1cccs1,0.2%,0.9%
COc1cc(C(=O)NCCc2nc3ccccc3[nH]2)cc(OC)c1OC,4.4%,-8.4%
CCOC(=O)C1CCN(C(=O)Cn2cc(C#N)c3ccccc32)CC1,-8.5%,-0.3%
CN(C)c1cccc(NC(=O)Cc2cccc3ccccc23)c1,0.1%,-13.2%
COc1nc(-c2ccccc2)c2c(c1C#N)CC(C)(C)OC2,x,-0.9%
CCOC(=O)c1c(NC(=O)C(C)C)sc(C(N)=O)c1C,0.6%,3.5%
Cc1cccc(N2CCN(C(=O)/C=C/c3ccc(Cl)cc3)CC2)c1C,2.1%,-2.5%
CCOc1ccc(-c2cc(CCCC(=O)NCCc3ccccc3)no2)cc1,x,1.9%
O=C(CN(C1CCCCC1)S(=O)(=O)c1ccccc1)NCc1cccnc1,-2.1%,-1.9%
O=C(Cc1ccccc1)N[C@@H](Cc1ccccc1)c1nc2ccccc2[nH]1,x,-2.9%
Cc1ccc(S(=O)(=O)N2CCN(C(=O)CSc3nc4ccccc4c(=O)[nH]3)CC2)cc1,-1.4%,7.8%
CC(=O)N1CCc2cc(S(=O)(=O)NCCC(=O)NC3CCN(Cc4ccccc4)CC3)ccc21,-2.9%,1.8%
COc1ccc(CNC(=O)c2ccc(CN3CCOCC3)cc2)cc1,-0.2%,6.8%
O=S(=O)(c1ccc(-c2ccccc2)cc1)N1CCOCC1,-14.9%,-1.1%
CCN(CC)C(=O)Cn1c(=O)n(C)c2ccccc21,x,2.4%
CCOc1ccc(N2C(=O)CC(N(Cc3ccco3)C(=O)c3ccc(Cl)cc3)C2=O)cc1 (stereo not drawn),2.4%,1.8%
CCn1c(SCC(=O)Nc2nnc(C)s2)nnc1-c1ccco1,-4.2%,0.4%
CCN(CC)c1ccc(/C=N\N2CCN(c3ccccc3)CC2)c(O)c1,0.2%,2.3%
Nc1nc2ccc(Oc3ccccc3)cc2s1,-4.1%,10.5%
COc1c(S(=O)(=O)NCCN2CCOCC2)ccc(Cl)c1Cl,x,5.8%
c1ccc(-c2nc(C3CCCCC3)no2)cc1,-10.9%,-1.0%
O=CNCCCc1nc2ccccc2n1Cc1cccc2ccccc12,x,4.3%
O=C(CN1C(=O)/C(=C/c2ccc(Br)cc2)SC1=S)Nc1nccs1,0.5%,-0.1%
CCOC(=O)N1CCC(NS(=O)(=O)c2ccc3c(c2)CCN3C(C)=O)CC1,0.5%,x
CC(=O)NC(C)C(=O)OCC(=O)c1ccc(Cl)s1 (stereo not drawn),-6.3%,2.5%
Cn1c(C(=O)N2CCCc3ccccc32)cc2sccc21,-12.6%,-30.3%
CCC(=O)Nc1ccc(Cl)c(NC(=O)c2cccnc2)c1,-8.3%,2.7%
Oc1ccc(/C=N/Nc2cc(N3CCOCC3)nc(N3CCOCC3)n2)cc1O,3.4%,2.9%
OC1(C#CCN(C2CCCCC2)C2CCCCC2)CCCCC1,-0.8%,5.9%
CCOC(=O)c1ccc(NC(=O)c2cc(Cl)ccc2OC)cc1,2.4%,-4.4%
CC(C)(C)CC(=O)Nc1nnc(C(F)(F)F)s1,x,1.2%
CCOC(=O)C1=C(N)OC2=C(C(=O)CCC2)C1c1cccs1 (stereo not drawn),2.2%,5.1%
CCCOC(=O)CSc1nc(N)c(C#N)c(CC)c1C#N,-6.7%,-0.7%
COc1ccc(OCc2nn3c(-c4ccccn4)nnc3s2)cc1,2.0%,5.0%
COc1ccc(-n2nnnc2SCC(=O)c2ccc3c(c2)OCCO3)c(OC)c1,-5.5%,1.0%
Cc1cccc(OCC(=O)N/N=C/c2cccn2-c2ccc([N+](=O)[O-])cc2)c1,-0.7%,5.1%
O=C(O)c1cc(-c2ccc(Cl)cc2)n[nH]1,-4.8%,10.3%
O=C(O)CCn1nnc(-c2cccs2)n1,-0.8%,3.8%
c1ccc(-c2cc(-c3nc(-c4ccccn4)no3)c3ccccc3n2)cc1,19.4%,5.1%
CN1CCN(C(c2cccnc2)c2ccc3cccnc3c2O)CC1 (stereo not drawn),-17.2%,5.8%
CCOc1cc(C2CC(=O)NC(SCC)=C2C#N)ccc1O (stereo not drawn),-6.4%,0.5%
CN(C)S(=O)(=O)N(CC(=O)Nc1ccccc1)c1ccccc1,x,6.0%
O=C1NC(=O)N(c2ccccc2)C(=O)/C1=C\c1ccc(OCc2ccc(F)cc2)cc1,1.2%,-4.4%
CC(C)(C)N(Cc1cc2ccccc2[nH]c1=O)C(=O)C1CCCCC1,-10.8%,x
CCC(NC(=O)NCc1ccc2c(c1)OCO2)(C(F)(F)F)C(F)(F)F,-5.6%,-2.3%
CNC(=O)c1cc2cc(OC)ccc2n1CCN(Cc1ccccc1)Cc1ccccc1,x,3.2%
CCOc1cccc(-c2nnc(SCC(=O)Nc3ccc(OC)c(OC)c3)n2N)c1,3.3%,-0.6%
